# BRCA1 expr act: qHTS Assay to Identify Small Molecule Activators of BRCA1 Expression | MCF7-BRCA1-FFLuc reporter, luminescence, 48 h; response scale: scaled: vehicle 0%, 10 µM genistein 100% | Potency, µM (doses to about 46.1 µM), for inactives: top-dose activation, most hits filed as activators | 380,000 tested, 1.1% active; active = well fitted activation curve with a large enough effect; inconclusive = small, poorly fitted or top-dose-only effect; inactive = no such curve, though single readings can be large or run the other way; note: nearly all actives have a fitted effect of over 80% in size; some results filed as inactive show a strong effect at the top dose
#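 Activators of BRCA1 expression were detected as increased firefly luciferase luminescence in engineered MCF7 cells after 48 h compound incubation. Signals were scaled to genistein 10 microM as full activation.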
# * marks the source's active call; other numbers are inactive results; ? = inconclusive. Potency is the fitted concentration of half-maximal effect.
SMILES,BRCA1 expr act
COc1cc(CNC(=O)Nc2cccn3nc(COCCO)nc23)cc(OC)c1OC,0%
C/C(=N\NC(=O)C1CCCC1)c1ccc(NC(=O)C(F)(F)F)cc1,8%
O=C(OCc1cc(=O)n2nc(C3CCCCC3)sc2n1)c1ccccc1Cl,0%
Oc1ccc(Cl)cc1C1C=C(c2ccc3c(c2)OCO3)NC(c2ccc(Br)cc2)N1 (configuration not stated),0%
CCOc1cccc(C(=O)Nc2nc3c(s2)CC(C(C)(C)C)CC3)c1 (configuration not stated),0%
Cc1ccc(Cl)cc1N1CCN(C(=O)Cn2cnc3onc(-c4ccc(F)cc4)c3c2=O)CC1,-8%
CC1(C(=O)NS(=O)(=O)c2cccc(OC(F)F)c2)CCN1C(=O)Cc1cccs1 (configuration not stated),7%
O=C(NC1CCN(Cc2ccccc2)CC1)c1ccc(Cn2c(=O)c3ccccc3n(Cc3ccc(Cl)cc3)c2=O)cc1,6%
CC(O)(c1ccccc1)c1nc(-c2cccc(C(F)(F)F)c2)cs1 (configuration not stated),-4%
Cc1cccc(C)c1Cn1c(C)c(C(=O)NCc2ccc([N+](=O)[O-])cc2)sc1=O,-51%
CC(C)Nc1ncnc2c1ncn2[C@H]1CN(C2CCCC2)C[C@@H](CO)O1,3%
C[n+]1ccc(/C=C/c2ccc([N+](C)(C)C)cc2)c2ccccc21,-66%
Cc1nc2ccccc2nc1C,0%
Cc1cccc(N2C(=O)CS(=O)(=O)C23C(=O)N(Cc2c(F)cccc2Cl)c2ccccc23)c1 (configuration not stated),-13%
Cc1nc2cc(-c3cccc(F)c3)nn2c(C)c1CCC(=O)N1CCN(c2ccc(F)cc2)CC1,-3%
CC1=C(C(=O)N(C(C)C)C(C)C)CC(CC(=O)NCc2cccc3ccccc23)C(=O)N1CCCN1CCCC1=O (configuration not stated),5%
COCCN1C[C@@H](CO)O[C@@H](n2cnc3c(N4CCN(C)CC4)ncnc32)C1,20%
COc1cccc(-c2cnc(C(O)c3cccc(F)c3)[nH]2)c1 (configuration not stated),?
O=C(Cn1nc(-c2ccc(Cl)cc2)ccc1=O)NCCc1ccccc1,-4%
Cc1ccc(C2CC(=O)n3nc(-c4cccc(C)c4)nc3S2)cc1 (configuration not stated),5%

# Reformatted: 14 of the compounds above.
BRCA1 expr act,structure
0%,COc1cc(CNC(=O)Nc2cccn3nc(COCCO)nc23)cc(OC)c1OC
8%,C/C(=N\NC(=O)C1CCCC1)c1ccc(NC(=O)C(F)(F)F)cc1
0%,O=C(OCc1cc(=O)n2nc(C3CCCCC3)sc2n1)c1ccccc1Cl
0%,Oc1ccc(Cl)cc1C1C=C(c2ccc3c(c2)OCO3)NC(c2ccc(Br)cc2)N1 (configuration not stated)
0%,CCOc1cccc(C(=O)Nc2nc3c(s2)CC(C(C)(C)C)CC3)c1 (configuration not stated)
-8%,Cc1ccc(Cl)cc1N1CCN(C(=O)Cn2cnc3onc(-c4ccc(F)cc4)c3c2=O)CC1
7%,CC1(C(=O)NS(=O)(=O)c2cccc(OC(F)F)c2)CCN1C(=O)Cc1cccs1 (configuration not stated)
6%,O=C(NC1CCN(Cc2ccccc2)CC1)c1ccc(Cn2c(=O)c3ccccc3n(Cc3ccc(Cl)cc3)c2=O)cc1
-4%,CC(O)(c1ccccc1)c1nc(-c2cccc(C(F)(F)F)c2)cs1 (configuration not stated)
-51%,Cc1cccc(C)c1Cn1c(C)c(C(=O)NCc2ccc([N+](=O)[O-])cc2)sc1=O
3%,CC(C)Nc1ncnc2c1ncn2[C@H]1CN(C2CCCC2)C[C@@H](CO)O1
-66%,C[n+]1ccc(/C=C/c2ccc([N+](C)(C)C)cc2)c2ccccc21
0%,Cc1nc2ccccc2nc1C
-13%,Cc1cccc(N2C(=O)CS(=O)(=O)C23C(=O)N(Cc2c(F)cccc2Cl)c2ccccc23)c1 (configuration not stated)

# Later entries.
SMILES,BRCA1 expr act
CCc1ccc(-n2c(=O)c3c4c(sc3n(Cc3ccccc3C#N)c2=O)CCC4)cc1,-7%
COc1cccc(CNc2nccn(-c3cc(C)cc(C)c3)c2=O)c1,0%
CC1(C(=O)NS(=O)(=O)c2ccc(Cl)cc2)CCN1C(=O)Cc1ccc(Cl)cc1Cl (configuration not stated),2%
O=S1(=O)CC(N2CCC(c3ccccc3)CC2)CN1Cc1ccc(F)cc1 (configuration not stated),0%
CN(C)c1ccc(-c2csc(C(O)c3ccc(F)cc3)n2)cc1 (configuration not stated),77%
O=C1CS(=O)(=O)C2(C(=O)N(Cc3ccccc3)c3ccccc32)N1c1ccccc1 (configuration not stated),15%
CCOC(=O)C1(C)CCCN1C(=O)c1ccc(Cl)nc1 (configuration not stated),9%
Cc1ccc(CNc2ccc(-c3nc(-c4cccnc4)no3)cc2[N+](=O)[O-])cc1,19%
CN(C)c1ccc(/C=C2\NC(=O)NC2=O)cc1,67%
CC1=C(C(=O)Nc2ccccc2)C(c2cccnc2)n2nc(SCc3ccccc3F)nc2N1 (configuration not stated),-11%
CSc1ccc(CNC(=O)C2(C)CCCN(C(C)=O)C2)cc1 (configuration not stated),0%
COc1ccc(-c2nnc(SCC(=O)Nc3ccccc3C)o2)cc1OC,0%
COc1ccc(CCn2c(=S)[nH]c(=O)c3nccnc32)cc1OC,3%
COc1ccc(-c2ccc3c(c2)c(Sc2ccccc2)c(-c2ccccc2)n3C)cn1,-8%
CC(C)C[C@H]1CNC(=S)N1C[C@H]1CCCN1C[C@H](CC(C)C)N1C[C@H](CC(C)C)N(CCc2ccccc2)C1=S,-43%
COc1ccc(NC(=O)C2(C)Cc3c(-c4ccc5c(c4)OCO5)ccnc3O2)cn1 (configuration not stated),-23%
O=C(O)c1cc2c(ncc3c(=O)n(-c4ccccc4)[nH]c32)s1,0%
CCOc1ccc(Sc2cc(C(=O)NCc3ccc(F)cc3)c3ccccc3n2)cc1,2%
Cc1ccc(NC(=O)CSc2cc(=O)n(C)c3ccc(Cl)cc23)c(Br)c1,7%
CCN(CC)CCCNC(=O)c1cn(CC)c2ccc(S(=O)(=O)N3CCC(C)CC3)cc2c1=O,-6%

# Pulled one by one from the list above, 2 records:
SMILES,BRCA1 expr act
CC(C)C[C@H]1CNC(=S)N1C[C@H]1CCCN1C[C@H](CC(C)C)N1C[C@H](CC(C)C)N(CCc2ccccc2)C1=S,-43%
CCOc1ccc(Sc2cc(C(=O)NCc3ccc(F)cc3)c3ccccc3n2)cc1,2%

# Other entries follow.
SMILES,BRCA1 expr act
CCC(C)NC(=O)c1cn(CC)c2ccc(S(=O)(=O)N3CCc4ccccc4C3)cc2c1=O (configuration not stated),-41%
COc1ccc(CNC(=O)CSc2ncc3c(n2)-c2cc(Cl)ccc2N(Cc2ccccc2)S3(=O)=O)cc1,-18%
CCOC(=O)C(CC)Sc1ncnc2sc3c(c12)CCCC3 (configuration not stated),-11%
CC(C)(C)S(=O)N1Cc2cc(C(=O)NCCCN3CCOCC3)nc(-c3cccc(-c4cc5ccccc5o4)c3)c2[C@H]1CCO (some centres not stated),1%
Cc1cccc(NC(=O)Nc2nnc([C@@H]3C[C@H](O)[C@@H](CO)O3)s2)c1,84%
COc1ccc(OC)c(NC(=O)CN2C(=O)CC(c3ccco3)Sc3ccccc32)c1 (configuration not stated),-39%
CCc1nc2ccc(C(=O)N3CCN(S(=O)(=O)CC)CC3)cn2c1N(C)C(=O)C1CCCCC1,-3%
CN(C)C(=O)COc1ccccc1C(=O)OCC(=O)N(CCC#N)c1ccccc1,7%
O=C(NCC1CCOCC1)c1cccc2c(-c3cccnc3)coc12,2%
COC[C@@H]1CCCN1c1ccc2c(c1)O[C@@H](COCc1ccccc1)CN([C@@H](C)c1ccccc1)S2(=O)=O,-15%
CCc1ccc(-c2nn(-c3ccc(OC)cc3)c3c2cnc2ccc(OC)cc23)cc1,11%
CCCCNC(=O)C1c2ccccc2OCC(=O)N1Cc1ccccc1 (configuration not stated),12%
OC[C@H]1O[C@H](c2nc(-c3nc(-c4cccs4)no3)cs2)C[C@@H]1O,16%
CC1(C(=O)NS(=O)(=O)c2ccccc2Cl)CCN1C(=O)Cc1ccccc1Cl (configuration not stated),2%
Cc1cccc(-c2noc(CN(C(=O)COc3ccc(Br)cc3C)C(C)C)n2)c1,-2%
COCCCNC(=O)c1ccc2sc(C3=C[C@@H](O)[C@@H](O)[C@@H](CO)O3)nc2c1,1%
Cc1cc2oc(=O)cc(CN3CCN(c4ccccc4)CC3)c2cc1Cl,9%
CCOC(=O)[C@]12CCC=C1N(Cc1ccc3c(c1)OCO3)C(=O)[C@H](CC(=O)NCC1CCCCC1)C2,-3%
CC(=O)c1cccc(-c2cnc3c(NC=O)cc(-c4ccccc4Oc4ccccc4)cn23)c1,-61%
Cc1ccc(Cl)cc1N1CCN(CCCNC(=O)c2ccc3nc(N4CCCCC4)sc3c2)CC1,?
CC1(C(=O)NS(=O)(=O)c2cccc(OC(F)F)c2)CCN1C(=O)C1CC1 (configuration not stated),9%
CCc1cccc(N2C(=O)CS(=O)(=O)C23C(=O)N(Cc2ccc(F)cc2)c2ccc(C)cc23)c1 (configuration not stated),-24%
COC(=O)c1cc(NC(=O)[C@H](CCS(C)(=O)=O)N2Cc3ccccc3C2=O)cc(C(=O)OC)c1,12%
COCCNc1nc2cc(-c3ccsc3)sc2c(=O)n1C,-9%
COc1ccc(CN2C(=O)c3ccccc3C2c2nnnn2-c2ccc3c(c2)OCCO3)cc1 (configuration not stated),1%
Cc1oc2ncn(CC(C)C)c(=O)c2c1C(=O)NCc1cccc(Cl)c1,0%
NC1CCc2ccc([N+](=O)[O-])cc21 (configuration not stated),17%
O=C(NCCc1csc(-c2cccnc2)n1)c1cccc(C(F)(F)F)c1,-7%
COc1ccc(NC(=O)C2(C)CCN2C(=O)C(C)C)cc1F (configuration not stated),0%
COc1ccc(Cn2cc(CN3CCc4onc(-c5ccccc5OC)c4C3=O)nn2)cc1,4%
Cc1ccc(C)c(CN2C(=O)c3ccccc3S(=O)(=O)c3ccc(C(=O)Nc4cc(F)ccc4F)cc32)c1,-21%
COC(=O)c1ccc2nc(-c3cccc(Br)c3)c(Cc3ccccc3OC)n2c1,-45%
Cc1cc(=O)n(CC(=O)N2CCCCC2)c2c1c(C)nn2C,2%
COCCN1C[C@@H](CO)O[C@@H](n2cnc3c(NCc4cc(OC)c(OC)c(OC)c4)ncnc32)C1,-2%
O=C(CSc1cn(CCNC(=O)c2c(F)cccc2F)c2ccccc12)Nc1ccc2c(c1)OCCO2,5%
COc1cccc(-c2cnc(C(O)c3ccc(C(C)(C)C)cc3)[nH]2)c1 (configuration not stated),-36%
CC(=O)c1cccc(-c2cnc3c(NC=O)cc(-c4ccc(C(=O)N5CCOCC5)cc4)cn23)c1,-18%
Cc1ccccc1Cn1cc(S(=O)(=O)c2ccc(Cl)cc2)c(=O)c2cc3c(cc21)OCO3,4%
O=C(Nc1ccccc1F)c1oc2ccccc2c1NC(=O)C12CC3CC(CC(C3)C1)C2,-8%
CCn1c(=O)c2cc(C(=O)NC3CCCCCC3)sc2c2ccccc21,-46%
CC1(C(=O)NS(=O)(=O)c2cccs2)CCN1C(=O)C1CC1 (configuration not stated),22%
COCCNC(=O)C1(C)CCCN(C(=O)c2cccc(OC(F)(F)F)c2)C1 (configuration not stated),30%
COc1ccc(-c2cc3c(c4c2ccn4C)C2CCC3O2)cc1OC (configuration not stated),6%
O=C(NCc1ccccc1)c1ccc(-c2ccc(F)c(F)c2)c2ccoc12,15%
CC1(C(=O)Nc2ccc3c(c2)OCCO3)CCC(=O)N1CC(F)(F)F (configuration not stated),17%
CC1(C(=O)NCc2ccc(F)c(F)c2)Cc2c(-c3ccccc3)ccnc2O1 (configuration not stated),-38%
O=C(Nc1cccc(C(F)(F)F)c1)C1Cc2c(-c3ccco3)ccnc2O1 (configuration not stated),-30%
Cc1ccc(C)c(N2CCN(C(=O)CN3C(=O)COc4ccc(S(=O)(=O)N5CCCCCC5)cc43)CC2)c1,-8%
O=C1NC[C@H](CCCCN2C[C@H](Cc3ccccc3)N(CCc3ccccc3)C(=O)C2=O)N(CC2CCCCC2)C1=O,18%
CCc1nc2c(OCc3ccc(C(=O)N(C)C)cc3)cccn2c1N(C)C(=O)c1ccc(C)cc1,34%
Cc1cccc(OCC(=O)Nc2nc3c(s2)CC(C(C)(C)C)CC3)c1C (configuration not stated),0%
CN(C)CCN1CCN(C2CN(CCc3ccccc3)S(=O)(=O)C2)CC1 (configuration not stated),19%
CCC(CC)C(=O)Nc1ccc2nc(SCC(=O)N3CCc4ccccc43)sc2c1,0%
Cc1nn(Cc2noc(C(=O)NC(C)c3ccccc3)n2)c(C)c1Br (configuration not stated),12%
CC(N)c1csc(Nc2ccc(C(=O)NCCO)cc2)n1 (configuration not stated),4%
O=C(NC1CCN(Cc2ccccc2)CC1)c1ccc(Cn2c(=O)c3ccccc3n(Cc3ccccc3)c2=O)cc1,28%
O=C(Nc1ccc2nc(SCc3ccccc3)sc2c1)c1ccccc1F,0%
COc1ccccc1-c1cnc(C(O)c2cc(C)c(OC)c(C)c2)[nH]1 (configuration not stated),-5%
Cc1ccc(NC(=O)C(Cc2ccccc2)NS(=O)(=O)c2ccc3c(c2)c(=O)n(C)c(=O)n3C)cc1 (configuration not stated),-38%
CC(C)=CCC/C(C)=C/CC/C(C)=C/CCC1(C)CCc2cc(O)ccc2O1 (configuration not stated),0%

# Following part.
SMILES,BRCA1 expr act
Cc1ccc(C(O)c2ncc(-c3ccccc3F)[nH]2)cc1F (configuration not stated),28%
CC(=O)Nc1cc(-c2ccc(C(=O)N3CCOCC3)cc2)cn2c(-c3cccc(C(C)=O)c3)cnc12,0%
OC[C@@H]1CN(C2CCCC2)C[C@H](n2cnc3c(NC4CCC4)ncnc32)O1,21%
COc1ccc(-c2cc(C(F)(F)F)n3nc(C(=O)NCC45CC6CC(CC(C6)C4)C5)cc3n2)cc1OC,17%
O=C(Nc1cccc(F)c1)c1ccc2c(c1)N(Cc1ccccc1)C(=O)c1ccccc1S2(=O)=O,8%

# Screening results from PubChem BioAssay.

# This is a subset; count on the stated rates, not on these rows.
